High-throughput results deposited in PubChem BioAssay by National Center for Advancing Translational Sciences (NCATS).
EPAC1 antag = blocks human EPAC1 exchange factor; actives 0.14% (n = 360,000); Potency, µM (highest dose often 115 µM), for inactives: at the top dose activity change, negative = inhibition, actives largely listed as inhibitors; O95398; EPAC1 GEF assay, Rap1b-BODIPY-GDP exchange fluorescence; AID 720709;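 further: potency means the concentration at half of the fitted maximal effect; plate controls were vehicle for no effect and positive control for full effect; nearly all actives have a fitted effect of over 50% in size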
IL2 activator = IL-2 activation; IL-2 activation reporter assay, cell-based qHTS; stimulated with anti-CD3/CD4/CD28 beads; in transgenic mouse T cells; activation, % (series mostly up to about 46 µM); actives 0.065% (n = 360,000); in the data active means activation above about 50%; inconclusive means mostly about 30% to 49%; further: 0% is about no effect
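Using fluorescent plate cytometry, EGFP and DsRed are detected in transgenic mouse T cells stimulated 18 h at 37 degrees C with antibody-coated beads after 60 min compound pretreatment.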
CCT chaperon mod = changes cytosolic chaperonin activity; purified chaperonin ATPase assay, HTRF ADP detection, 30 min; activity change, % (concentration not given with the values), hits read low; actives 0.3% (n = 360,000); in the data active means activity change below about -30%; further: on the % scale 0 is the no-effect control and ±100 the full control effect
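Enzyme 40 or 20 nM (batch-dependent) in Tris pH 7.4/KCl/MgCl2/DTT; cpd 76 uM single point; ATP 10 uM; 30 min 37 °C; Transcreener ADP HTRF detection, 30 min RT; ratio 665/615.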
PLK1 PBD block = PLK1 (human) polo-box domain binding inhibition | P53350 | Plk1 PBD binding of FITC phosphopeptide, fluorescence polarization | Potency, µM, without a hit: max response, negative = inhibition, actives largely listed as inhibitors | actives 2.8% (n = 360,000) | AID 720504; further: potency means the concentration at half of the fitted maximal effect; series mostly up to about 57 µM; on the % scale 0 is the no-effect control and ±100 the full control effect; nearly all actives have a fitted effect of over 65% in size
EPAC2 agonist = EPAC2 (human) agonism. Q8WZA2. EPAC2 activation, biochemical qHTS; response scale: 100% = 6.5 mM cAMP response. Potency, µM (highest dose often 154 µM), inactives show top-dose activation, usual class: activators. actives 0.079% (n = 360,000); further: potency means the concentration at half of the fitted maximal effect; nearly all actives have a fitted effect of over 50% in size
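Exchange assay: 100 nM EPAC2 with 250 nM Rap1B-BODIPY-GDP and 50 uM GDP. Fluorescence (ex 480/em 540 nm) read every 5 min for 30 min at room temperature. Data normalized to 6.5 mM cAMP as agonist control.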
PI5P4K alpha inh = PI5P4K alpha (human) kinase inhibition; P48426; PI5P4Kalpha enzyme, ADP-Glo luminescence, 60 min; active compounds read low; max response, %; actives 1.2% (n = 330,000); AID 652105; active means max response of -50% or lower; inconclusive means between -30% and -50%; inactive means -30% or higher; further: value at the top dose of about 77 µM; on the % scale 0 is the no-effect control and ±100 the full control effect
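Human PI5P4Kalpha with substrate in 0.038 M HEPES pH 7.4, 0.28 mM EGTA, 0.1% CHAPS, 5% DMSO; reaction started with 5 microM ATP (final), 60 min at room temperature. ADP formed read by ADP-Glo luminescence.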
EPAC1 agonist = EPAC1 (human) agonism | O95398 | EPAC1 agonist qHTS, biochemical assay; response scale: 100% = response to 6.5 mM cAMP | Potency, µM (highest dose often 154 µM), without a hit: at the highest dose activation, actives largely listed as activators | actives 0.073% (n = 360,000); further: potency means the concentration at half of the fitted maximal effect; nearly all actives have a fitted effect of over 60% in size
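Normalized to 6.5 mM cAMP, activity reflects EPAC1-catalysed release of BODIPY-GDP from Rap1B, followed kinetically over 30 min at 480 nm excitation, 540 nm emission. Reaction contained 100 nM EPAC1, 250 nM Rap1B-BODIPY-GDP, 50 uM GDP.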
WRN helicase inh = inhibitors of human WRN helicase. WRN helicase unwinding, fluorescent forked duplex, kinetic. Potency, µM (series often up to 114 µM), for the others: top-dose activity change, negative = inhibition, most hits filed as inhibitors. actives 0.46% (n = 360,000); further: potency means the concentration at half of the fitted maximal effect; on the % scale 0 is the no-effect control and ±100 the full control effect; nearly all actives have a fitted effect of over 55% in size
Target sequence (Q14191 whole entry, looked up): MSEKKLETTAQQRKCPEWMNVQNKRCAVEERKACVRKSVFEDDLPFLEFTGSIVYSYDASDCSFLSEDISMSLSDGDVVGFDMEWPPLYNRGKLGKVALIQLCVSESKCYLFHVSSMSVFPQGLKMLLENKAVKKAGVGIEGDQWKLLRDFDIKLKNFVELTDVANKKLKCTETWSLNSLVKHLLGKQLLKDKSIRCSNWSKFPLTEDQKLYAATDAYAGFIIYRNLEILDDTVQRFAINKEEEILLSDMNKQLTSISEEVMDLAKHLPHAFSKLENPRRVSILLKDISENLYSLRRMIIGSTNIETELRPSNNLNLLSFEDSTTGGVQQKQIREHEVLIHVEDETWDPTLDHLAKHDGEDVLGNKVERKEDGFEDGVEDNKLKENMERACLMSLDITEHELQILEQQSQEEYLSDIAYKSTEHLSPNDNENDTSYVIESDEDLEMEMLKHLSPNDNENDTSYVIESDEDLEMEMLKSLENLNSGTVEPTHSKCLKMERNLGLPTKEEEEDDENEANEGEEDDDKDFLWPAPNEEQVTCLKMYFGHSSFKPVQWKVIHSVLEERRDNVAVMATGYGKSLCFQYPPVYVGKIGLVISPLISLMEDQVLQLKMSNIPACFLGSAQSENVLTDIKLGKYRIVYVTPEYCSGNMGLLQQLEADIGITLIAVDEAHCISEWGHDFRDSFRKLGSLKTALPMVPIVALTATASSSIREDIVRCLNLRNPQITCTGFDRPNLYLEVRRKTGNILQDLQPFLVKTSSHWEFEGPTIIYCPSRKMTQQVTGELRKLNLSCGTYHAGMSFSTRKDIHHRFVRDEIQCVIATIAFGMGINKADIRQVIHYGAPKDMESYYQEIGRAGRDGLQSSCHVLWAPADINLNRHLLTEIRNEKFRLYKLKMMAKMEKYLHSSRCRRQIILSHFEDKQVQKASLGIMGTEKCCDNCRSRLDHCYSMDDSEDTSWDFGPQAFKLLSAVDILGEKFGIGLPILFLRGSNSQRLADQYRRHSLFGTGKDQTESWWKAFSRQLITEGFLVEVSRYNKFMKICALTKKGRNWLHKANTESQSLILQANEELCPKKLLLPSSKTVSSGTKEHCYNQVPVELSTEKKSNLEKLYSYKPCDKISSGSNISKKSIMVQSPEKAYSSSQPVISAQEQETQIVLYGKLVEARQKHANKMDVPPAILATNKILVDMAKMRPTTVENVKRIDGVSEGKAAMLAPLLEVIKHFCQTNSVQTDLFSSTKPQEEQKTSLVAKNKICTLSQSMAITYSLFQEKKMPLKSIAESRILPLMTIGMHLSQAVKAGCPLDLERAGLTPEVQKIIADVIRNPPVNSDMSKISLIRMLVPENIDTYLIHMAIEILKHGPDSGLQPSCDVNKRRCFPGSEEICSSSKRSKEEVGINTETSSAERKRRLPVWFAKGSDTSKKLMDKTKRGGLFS
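WRN at 20 nM final preincubated with compound 15 min at room temperature; reaction started with 100 nM fluorophore/quencher forked duplex oligonucleotide and 2 mM ATP final. Unwinding followed kinetically by red fluorescence (ex 525, em 598 nm).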
* = called active by the depositor; ? = inconclusive; / = not tested or not shown; [ ] = remark or other dose. Unless noted, the call rests on the fitted dose curve; in most records, active means well fitted curve in the direction sought with a large enough effect; inconclusive means small, poorly fitted or top-dose-only effect, or another doubt; inactive means no such curve, though single readings can be large; an effect the other way counts as inactive or inconclusive. An excerpt; rates above refer to the full screens.

SMILES	EPAC1 antag	IL2 activator	CCT chaperon mod	PLK1 PBD block	EPAC2 agonist	PI5P4K alpha inh	EPAC1 agonist	WRN helicase inh
CC(=O)c1c(C)[nH]c(C(=O)CN2C(=O)NC(C)(C)C2=O)c1C	6%	1.9	-1.8	2%	-5%	-1	-2%	7%
CCOc1ccc(NC(=O)CN(C)C(=O)CCCNC(=O)c2ccc(Cl)cc2)cc1OCC	5%	3.3	-3.0	-9%	9%	5	5%	4%
O=C(NCCc1ccccc1)C(=O)NCC1OCCN1S(=O)(=O)c1ccc2c(c1)OCCO2 (centres undefined)	-20%	-2.1	-1.8	-8%	4%	-11	-10%	5%
Cc1ccc(N2C(=O)N(CC(=O)N3CCc4ccccc43)C(=O)C2C)cc1 (centres undefined)	-11%	-1.5	0.2	-4%	-2%	1	19%	-2%
COc1cccc(CNS(=O)(=O)c2c(C)[nH]c(C)c2C(=O)N2CCCCC2)c1	1%	-3.4	-2.0	30µM*	1%	-9	-3%	6%
O=C(Cn1c(=O)oc2ccccc21)c1ccccc1	-1%	1.1	1.7	2%	1%	2	8%	-9%
O=C(C[n+]1ccccc1)Nc1c(Cl)cc(Cl)cc1Cl	-1%	-0.4	-0.3	-9%	6%	13	8%	-2%
Cc1ccc(S(=O)(=O)N2CCN(C(=O)c3ccccc3-c3nc4ccccc4s3)CC2)c(C)c1	5%	-2.3	-0.8	-4%	0%	0	10%	-1%
C1=C(N2CCOCC2)/C(=C/c2nc3ccccc3[nH]2)CC1	?	0.2	-4.2	?	4%	-77*	2%	?
Cc1cc(C)cc(NC(=O)CC23CC4CC(C2)CC(n2nnc(C)n2)(C4)C3)c1	?	-4.2	0.2	-10%	8%	5	3%	-13%
N#CCCN(Cc1cccs1)C(=O)Nc1ccc(F)cc1	-2%	0.2	1.2	-2%	6%	-2	10%	-3%
Cc1ccc(-c2noc(CSc3nnc(Cc4ccccc4)n3-c3cccc(C)c3)n2)cc1	-24%	-3.3	-1.4	-9%	11%	/	8%	-16%
Cc1ccc(S(=O)(=O)N(CCC(=O)O)c2ccccc2)cc1	11%	-0.2	-3.0	0%	-3%	-6	-2%	8%
CC12CCC(=O)N1C(C(=O)NCc1ccccc1F)CS2 (centres undefined)	-24%	-2.5	-2.4	-9%	7%	2	8%	1%
Cc1nc(C)c(C(=O)Nc2cccc(Cl)c2)o1	14%	-1.1	1.9	-15%	7%	/	-8%	2%
O=C(N/N=C/c1ccoc1)c1ccccc1Br	10%	-1.9	-0.4	-5%	7%	-29	7%	-5%
CCC1CCC(c2nnc(-c3ccc([N+](=O)[O-])cc3)o2)CC1 (centres undefined)	-14%	-4.1	-3.1	-6%	3%	-6	10%	-4%
Cn1ncc(C#N)c1NC(=O)C1CC(c2ccccc2Cl)=NO1 (centres undefined)	-1%	-0.5	-1.7	30µM*	-5%	-9	1%	1%
CC(C)(C)c1ccc(CN(Cc2ccccc2)C(c2ccccn2)c2nnnn2C(C)(C)C)cc1 (centres undefined)	0%	-4.2	-2.7	-4%	8%	3	-1%	-5%
CC(Oc1ccc2c(-c3ccccc3)cc(=O)oc2c1)C(=O)O (centres undefined)	12%	-1.3	-0.8	-14%	16%	/	8%	-9%
CCOc1ccc(N(CC(=O)NCCc2ccc(OC)cc2)S(C)(=O)=O)cc1	3%	2.5	-0.7	-1%	3%	1	15%	2%
O=c1cnc2cc([N+](=O)[O-])ccc2[nH]1	25%	-4.0	0.8	-13%	3%	-1	-5%	-5%
COC(=O)c1ccc(/C=C/c2c(-c3ccsc3)sc3ccccc23)cc1	-3%	-0.2	-0.4	-12%	1%	-5	-14%	-8%
Cc1cccc(NC(=O)NNC(=O)c2cc3occc3[nH]2)c1C	-11%	0.2	-2.2	-7%	8%	3	14%	-2%
O=C(Cn1c(NCCO)nc2ccccc21)NCC(F)(F)F	1%	1.9	-0.1	-11%	-6%	0	8%	7%
c1ccc2c(c1)nnn2-c1ccncc1	-9%	-3.5	-27	-8%	1%	?	-9%	12%
CCCCc1ccc(C(=O)NC(C(=O)O)C(C)C)cc1 (centres undefined)	-3%	-1.1	-0.3	-7%	-1%	/	-3%	10%
Cn1nc(C(F)(F)F)c(/C=N/OCc2c(Cl)cccc2Cl)c1Cl	4%	-1.7	1.5	3%	-3%	23	3%	-3%
O=c1ccc(/C=C/c2ccccc2)nn1Cc1ccccc1Cl	-26%	-4.3	-1.8	-1%	1%	1	-9%	-13%
Cc1cc(=O)[nH]c(N/N=C/c2sccc2C)n1	-3%	-0.3	1.2	-5%	2%	9	12%	-14%

Random excerpt: two entries already listed.
SMILES	EPAC1 antag	IL2 activator	CCT chaperon mod	PLK1 PBD block	EPAC2 agonist	PI5P4K alpha inh	EPAC1 agonist	WRN helicase inh
Cc1cc(=O)[nH]c(N/N=C/c2sccc2C)n1	-3%	-0.3	1.2	-5%	2%	9	12%	-14%
O=c1ccc(/C=C/c2ccccc2)nn1Cc1ccccc1Cl	-26%	-4.3	-1.8	-1%	1%	1	-9%	-13%

Profiles, quoted from the list:
`Cc1cccc(NC(=O)NNC(=O)c2cc3occc3[nH]2)c1C` across the screens: EPAC1 antag = -11%; IL2 activator = 0.2; CCT chaperon mod = -2.2; PLK1 PBD block = -7%; EPAC2 agonist = 8%; PI5P4K alpha inh = 3; EPAC1 agonist = 14%; WRN helicase inh = -2%
`Cc1cc(=O)[nH]c(N/N=C/c2sccc2C)n1` across the screens: EPAC1 antag = -3%; IL2 activator = -0.3; CCT chaperon mod = 1.2; PLK1 PBD block = -5%; EPAC2 agonist = 2%; PI5P4K alpha inh = 9; EPAC1 agonist = 12%; WRN helicase inh = -14%

Additional records:
SMILES	EPAC1 antag	IL2 activator	CCT chaperon mod	PLK1 PBD block	EPAC2 agonist	PI5P4K alpha inh	EPAC1 agonist	WRN helicase inh
CC(=O)N(C)c1ccc(NC(=O)C(Sc2ccccc2)c2ccccc2)cc1 (centres undefined)	2%	0.4	-1.0	-1%	5%	3	2%	-7%
COc1ccccc1CNC(=O)C(NS(=O)(=O)c1cccc2nsnc12)C(C)C (centres undefined)	-21%	-1.4	0.9	-18%	6%	-2	6%	-7%
COc1ccccc1CCC(=O)OCC(=O)Nc1ccc(S(N)(=O)=O)cc1	0%	-0.3	-2.9	-4%	-2%	-5	-1%	8%
Cc1ccc(C(=O)N2CCN(c3cc4c(cc3[N+](=O)[O-])n(C)c(=O)n4C)CC2)cc1	2%	-2.8	-2.6	-9%	4%	/	2%	-16%
Cc1ccccc1NC(=O)NCCc1nc2ccccc2[nH]1	14%	-1.1	-0.3	0%	1%	3	-2%	-10%
O=C(Cc1ccccc1)Oc1coc(CSc2ncccn2)cc1=O	-16%	0.5	1.4	-8%	2%	-6	5%	-6%
COc1ccc(NC(=O)c2cc(-c3ccccc3Cl)no2)cc1	-8%	1.0	-1.0	-7%	6%	-26	-4%	0%
Cc1ccc(O)c(C(=O)c2cnc3c(c2)c(C)nn3C)c1	-3%	-1.0	-0.1	-11%	6%	6	10%	-9%
CC(=O)c1c(C)n(-c2ccc(N(C)C)cc2)c2ccc(OCC(N)=O)cc12	3%	-2.6	0.1	-12%	4%	-1	8%	-2%
Cc1cc(=O)n2c(C)n[nH]c2n1	-10%	-0.8	0.0	-7%	-13%	2	2%	0%
Cc1cccc(OCC(=O)NNC(=O)Cn2c(=O)cnc3ccccc32)c1	4%	-2.9	0.7	-3%	6%	-3	-8%	9%
CCC/S(C)=N/S(=O)(=O)c1ccc(C)cc1 (centres undefined)	-6%	-0.4	0.9	-1%	2%	2	3%	0%
Cc1ccc(C(=O)OCC(=O)c2ccc[nH]2)s1	-9%	0.0	-1.3	-4%	6%	-10	7%	-7%
CC(C)(C)c1ccc(N2C(=N)SCC2=O)cc1	3%	-1.1	3.8	2%	-7%	2	-7%	-9%
CCOC(=O)N1CCN(CC(=O)N2c3ccccc3CCc3ccccc32)CC1	-23%	-0.4	-2.5	-9%	13%	1	-3%	5%
CS(=O)(=O)c1ccc(Nc2nc(C(N)CCc3ccccc3)cs2)cc1 (centres undefined)	12%	-0.4	-2.0	-1%	9%	-20	2%	-6%
COC(=O)c1ccc(NC(=O)C2C3C=CC(O3)C2C(=O)O)cc1 (centres undefined)	-24%	1.8	-2.1	-3%	-1%[15.6 µM]	-8	-6%	11%
Cc1ccc(S(=O)(=O)NCCC(=O)NC2CCCCC2C)cc1 (centres undefined)	-17%	0.0	-1.7	-5%	0%	0	3%	-9%
O=C(CNC1CCCCC1)NN=C(c1ccccc1)c1ccccc1	1%	-1.4	-2.6	-3%	6%	-8	4%	4%
COc1ccc(C(=O)NCc2csc(C(C)C)n2)cc1OC1CCN(C(C)=O)CC1	-19%	-2.8	1.5	-2%	1%	-2	-2%	-2%
Cc1ccccc1/C=N/NC(=O)Cc1ccc(Cl)cc1	-9%	1.8	0.9	0%	-5%	13	-2%	1%
CCc1nc2ccc(C(=O)Nc3cccc(OCC(=O)N(C)C)c3)cn2c1N(C)C(=O)c1ccncc1	-4%	-0.3	-0.9	-3%	5%	5	-5%	5%
O=C(OCc1nnc(-c2ccccc2)o1)c1ccccc1	-4%	1.1	-0.7	?	7%	-1	6%	2%
COc1ccc(C(=O)c2c[nH]c(C(=O)NCc3cccnc3)c2)cc1	2%	1.0	-1.8	-2%	9%	1	8%	-4%
Cc1ccc(NC(=O)OC(C)CNC(=O)Oc2cccc(C)c2)cc1 (centres undefined)	-6%	0.2	-1.4	-20%	12%	-3	0%	3%
CCCCn1c(N)c(N(CCOC)C(=O)c2cccc(S(=O)(=O)N(CC)c3ccccc3)c2)c(=O)[nH]c1=O	10%	-5.9	-3.6	-7%	-1%	8	4%	-1%
COc1cccc(/C=C2/SC(=S)N(CCCC(=O)Nc3ccc(O)cc3)C2=O)c1	-1%	-2.9	-2.7	-10%	10%	0	6%	-1%
O=C(CC1SCCNC1=O)NCc1ccccc1 (centres undefined)	-3%	-2.2	2.3	-3%	-1%	-11	-11%	24%
Cc1cc(CN2CCCC(CO)(Cc3cccc(Cl)c3)C2)n[nH]1 (centres undefined)	-16%	-2.0	-1.4	-17%	11%	7	-2%	7%
Cc1ncc(CO)c2cc(-c3nnc(Nc4ccc5c(c4)OCO5)s3)c(=O)oc12	-25%	3.8	0.2	1%	3%	-9	9%	-13%
O=C(NC12CC3CC(CC(C3)C1)C2)c1cccc([N+](=O)[O-])c1	15%	0.2	1.5	-3%	7%	1	5%	2%
Cc1ccc(NC(=O)C2CCCN(C(=O)c3ccc(Cl)cc3)C2)cc1S(=O)(=O)N1CCOCC1 (centres undefined)	-12%	-0.8	-3.5	5%	-4%	-3	3%	-11%
